OTUD3 inh = human OTUD3 deubiquitinase inhibition | Q5T2D3 | purified OTUD3, Ub-rhodamine fluorescence, 2 h | inhibition, % at 25 µM | hit rate 0.7% among 47,000 | AID 1645858
USP30 inh = inhibitors of human USP30 deubiquitinase; Q70CQ3; purified USP30, Ub-rhodamine cleavage fluorescence; inhibition, % at 25 µM; hit rate 5.3% among 47,000; AID 1645860
UCHL1 block = inhibitors of human UCHL1 deubiquitinase; P09936; purified UCHL1, Ub-rhodamine cleavage fluorescence; inhibition, % at 20 µM; hit rate 0.2% among 47,000
Target sequence (P09936 whole entry, looked up): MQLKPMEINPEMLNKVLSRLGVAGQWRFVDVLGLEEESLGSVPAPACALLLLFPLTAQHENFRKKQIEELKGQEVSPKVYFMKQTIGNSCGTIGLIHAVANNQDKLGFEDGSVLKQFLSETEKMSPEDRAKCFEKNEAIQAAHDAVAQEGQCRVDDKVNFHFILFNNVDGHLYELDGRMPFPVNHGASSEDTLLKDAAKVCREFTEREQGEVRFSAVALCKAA
USP17 block = inhibitors of human USP17 deubiquitinase; hit rate 6.5% among 47,000; purified USP17, Ub-rhodamine cleavage fluorescence, 3 h; inhibition, % at 50 µM
Target sequence (A8MUK1 whole entry, looked up): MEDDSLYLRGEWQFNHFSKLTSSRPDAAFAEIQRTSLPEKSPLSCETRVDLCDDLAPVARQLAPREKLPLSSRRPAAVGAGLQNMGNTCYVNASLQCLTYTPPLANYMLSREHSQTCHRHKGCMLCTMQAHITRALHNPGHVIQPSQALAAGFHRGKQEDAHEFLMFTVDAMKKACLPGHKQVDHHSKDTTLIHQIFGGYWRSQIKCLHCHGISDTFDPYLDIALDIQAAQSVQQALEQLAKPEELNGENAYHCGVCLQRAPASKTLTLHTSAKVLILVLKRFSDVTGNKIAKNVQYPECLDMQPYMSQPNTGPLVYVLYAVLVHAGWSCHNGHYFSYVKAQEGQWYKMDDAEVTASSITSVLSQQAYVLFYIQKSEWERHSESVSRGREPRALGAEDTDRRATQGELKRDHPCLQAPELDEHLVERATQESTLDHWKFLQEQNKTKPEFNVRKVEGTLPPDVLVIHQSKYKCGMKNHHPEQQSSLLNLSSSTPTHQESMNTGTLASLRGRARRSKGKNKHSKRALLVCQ
USP8 block = inhibitors of human USP8 deubiquitinase; P40818; purified USP8, Ub-rhodamine cleavage fluorescence, 30 min; inhibition, % at 20 µM; hit rate 4.2% among 47,000
USP7 block = human USP7 deubiquitinase inhibition. Q93009. purified USP7, Ub-rhodamine cleavage fluorescence. inhibition, % at 20 µM. hit rate 0.3% among 47,000. AID 1645854
USP10 block = human USP10 deubiquitinase inhibition | Q14694 | purified USP10, Ub-rhodamine fluorescence, 60 min | inhibition, % at 20 µM | hit rate 1.1% among 47,000 | AID 1645856
USP28 block = inhibitors of human USP28 deubiquitinase | Q96RU2 | hit rate 3% among 47,000 | AID 1645857 | inhibition, % at 25 µM | purified USP28, Ub-rhodamine cleavage fluorescence, 30 min
An asterisk follows results filed as active; · = no result given. No stated cut-off is given here; in the data, active means inhibition above about 30%; inactive means the rest.

| structure | USP8 block | USP17 block | UCHL1 block | USP30 inh | USP28 block | USP7 block | USP10 block | OTUD3 inh |
| --- | --- | --- | --- | --- | --- | --- | --- | --- |
| CCc1ccccc1NC(=O)COc1ccc(Nc2ccccc2)cc1 | 35* | 46* | 10 | 39* | 22 | 11 | 13 | 25 |
| Cc1ccccc1-n1nc2c(c1NC(=O)c1ccco1)CS(=O)(=O)C2 | -18 | -15 | -4 | -32 | -8 | -4 | -4 | -9 |
| O=C(C1CCCN(S(=O)(=O)Cc2ccccc2)C1)N1CCC(Cc2ccccc2)CC1 (stereo not drawn) | 9 | 3 | 4 | 31* | 14 | 5 | 6 | 11 |
| Cn1nc(-c2nc(Cc3ccccc3)no2)c2c1CCN(C(=O)c1ccncc1)C2 | 12 | 1 | 2 | -6 | -1 | -1 | 4 | 3 |
| COc1ccc(C)cc1NC(=O)C(NS(=O)(=O)c1ccc2c(c1)CCN2C(C)=O)C(C)C (stereo not drawn) | 19 | 27 | 1 | 54* | 13 | 0 | -3 | 11 |
| Cc1cc(=O)n(CC(=O)Nc2cccc(F)c2)c(N2CCCC2)n1 | 4 | -7 | 1 | -7 | 1 | -5 | -7 | -1 |
| CCn1c(C(=O)O)c(CNCCCc2ccccc2)c2ccc(C)cc21 | -4 | -3 | 0 | 13 | 1 | -5 | -2 | 1 |
| O=C(c1cc([N+](=O)[O-])ccc1Cl)c1c(-c2ccccc2)cc2ccccn12 | 0 | -3 | 0 | 0 | 2 | 6 | 11 | 0 |
| O=C(Nc1cnc2c(C(=O)O)cccn2c1=O)c1ccc(F)cc1 | 25 | 18 | 3 | 24 | 12 | 5 | 3 | 13 |
| COc1ccc2[nH]c(=O)c(CN(C(=O)CCc3ccccc3)c3cccc(C)c3)cc2c1 | -70 | 4 | 4 | -53 | 0 | 2 | 11 | -17 |
| CCN(Cc1ccncc1)C(=O)c1cc(-c2ccc(OC)cc2)nc2ccccc12 | 2 | 5 | 3 | 24 | 2 | 2 | 3 | 7 |
| CC(NC(=O)c1csc(C(=O)NC2CC2)n1)c1ccc(F)cc1 (stereo not drawn) | 0 | 7 | 0 | 6 | 1 | 2 | 1 | 4 |
| Cn1cc(C(=O)NC[C@H]2OC[C@@H]3CCN(Cc4ccoc4)C[C@@H]32)cn1 | -265 | -22 | 0 | 2 | 2 | 2 | 0 | 9 |
| O=C(c1ccccc1)N1CCN(c2[nH]ncc2-c2ccccc2)CC1 | 7 | -1 | 5 | 10 | 29 | -1 | -2 | 9 |
| Cc1ncccc1C(=O)N[C@@H]1CC[C@H]2Oc3ccccc3N[C@H]2[C@@H]1O | 0 | 0 | 0 | 3 | 4 | -1 | -1 | 6 |
| O=C(NCc1cccnc1)c1cn2cc(Cl)ccc2n1 | 1 | 0 | -2 | 0 | -5 | · | 2 | -1 |
| Cc1cccc(C)c1NC(=O)C1(NC(=O)C(C)O)CCCC1 (stereo not drawn) | 1 | 10 | 0 | · | · | 6 | 0 | 2 |
| Cc1[nH]ncc1-c1cnc(CC2CCCN(C(=O)C(C)(C)C)C2)cn1 (stereo not drawn) | -46 | -16 | -3 | -25 | -10 | -2 | 0 | -9 |
| Cc1cc2nc(C)c(C/C=C/c3ccccc3)c(C)n2n1 | -8 | 0 | 5 | 5 | 11 | -6 | 0 | 7 |
| O=[N+]([O-])c1cnc(-n2cccc2)s1 | -7 | 7 | 3 | -8 | 7 | 6 | -1 | 9 |
| COCCN1C(=O)c2ccccc2C(C(=O)N2CCC(C)CC2)C1c1cccs1 (stereo not drawn) | 12 | 10 | 1 | 16 | 2 | 2 | 0 | 7 |
| O=C(c1ccncc1)N1CC2(CCN(Cc3ccccc3Cl)CC2)C1 | -89 | -11 | -2 | 14 | 5 | 3 | 3 | 10 |
| CCc1ccc(C(=O)NCc2nc(C(=O)N3CCCC3)c(C)o2)cc1 | 5 | 0 | -3 | 3 | 5 | 0 | -1 | -2 |
| CC(C)=CCc1c2c(c3occ(-c4ccc(O)cc4)c(=O)c3c1O)C=CC(C)(C)O2 | 17 | 91* | 10 | 57* | 42* | 2 | 30 | 44* |
| CC1(c2cc(F)ccc2F)NC(=O)N(Cc2ncc(-c3ccc(Cl)cc3)o2)C1=O (stereo not drawn) | -248 | 2 | 1 | -17 | 0 | -142 | -2 | -9 |

Compound profiles, from the list above.
CCn1c(C(=O)O)c(CNCCCc2ccccc2)c2ccc(C)cc21 as listed: USP8 block = -4; USP17 block = -3; UCHL1 block = 0; USP30 inh = 13; USP28 block = 1; USP7 block = -5; USP10 block = -2; OTUD3 inh = 1
COc1ccc2[nH]c(=O)c(CN(C(=O)CCc3ccccc3)c3cccc(C)c3)cc2c1 as listed: USP8 block = -70; USP17 block = 4; UCHL1 block = 4; USP30 inh = -53; USP28 block = 0; USP7 block = 2; USP10 block = 11; OTUD3 inh = -17

Back to the main list, repeating the five entries before the break.
| structure | USP8 block | USP17 block | UCHL1 block | USP30 inh | USP28 block | USP7 block | USP10 block | OTUD3 inh |
| --- | --- | --- | --- | --- | --- | --- | --- | --- |
| COCCN1C(=O)c2ccccc2C(C(=O)N2CCC(C)CC2)C1c1cccs1 (stereo not drawn) | 12 | 10 | 1 | 16 | 2 | 2 | 0 | 7 |
| O=C(c1ccncc1)N1CC2(CCN(Cc3ccccc3Cl)CC2)C1 | -89 | -11 | -2 | 14 | 5 | 3 | 3 | 10 |
| CCc1ccc(C(=O)NCc2nc(C(=O)N3CCCC3)c(C)o2)cc1 | 5 | 0 | -3 | 3 | 5 | 0 | -1 | -2 |
| CC(C)=CCc1c2c(c3occ(-c4ccc(O)cc4)c(=O)c3c1O)C=CC(C)(C)O2 | 17 | 91* | 10 | 57* | 42* | 2 | 30 | 44* |
| CC1(c2cc(F)ccc2F)NC(=O)N(Cc2ncc(-c3ccc(Cl)cc3)o2)C1=O (stereo not drawn) | -248 | 2 | 1 | -17 | 0 | -142 | -2 | -9 |
| Cc1cc(C(F)(F)F)c2sc(Nc3ccccc3)nc2n1 | -41 | -7 | -14 | -215 | -53 | -43 | -9 | -55 |
| Cc1ccc(N2CC(C(=O)N3CCC(c4noc(-c5ccccc5)n4)CC3)CC2=O)cc1C (stereo not drawn) | 23 | 9 | 4 | 21 | 8 | 7 | 3 | 5 |
| CCOc1ccc(-c2cn3c4c(=O)n(C)c(=O)n(C)c4nc3n2-c2ccccc2F)cc1Cl | -3 | 0 | 1 | -127 | -1 | 2 | 1 | -2 |
| O=C(N[C@@H]1C[C@H]2Oc3ccccc3N[C@H]2[C@@H]1O)c1ccccc1 | 2 | 12 | 3 | · | · | 6 | 4 | 2 |
| Cc1ccc(S(=O)(=O)Nc2ccc(O)c(S(=O)(=O)c3ccc(C)cc3)c2)cc1 | 33* | 10 | 5 | 20 | 25 | 7 | 13 | 9 |
| Cc1ccc(-n2nc(C(=O)NCc3ccccc3)c3ncn(C)c(=O)c32)cc1 | -2 | 0 | 2 | 30 | 8 | 0 | -1 | 11 |
| Cc1cc(NCCC(=O)NCc2ccccc2F)n2nc(-c3cccnc3)nc2n1 | -5 | 3 | 0 | 11 | 5 | 3 | -4 | 7 |
| CC(=O)c1ccc(NC(=O)C(C)OC(=O)Cn2c(C)nc3ccccc32)cc1 (stereo not drawn) | -8 | -9 | -3 | -16 | -8 | 1 | -3 | -2 |
| CC(CNc1nccn(-c2ccc3c(c2)OCO3)c1=O)c1ccccc1 (stereo not drawn) | 7 | 12 | 4 | 16 | 12 | 2 | 1 | 12 |
| O=C(CSc1ccc2nnc(-c3ccccc3)n2n1)c1ccccc1 | 79* | 10 | 3 | -10 | 5 | 6 | 2 | 12 |
| COc1ccc(-c2cnc([C@@H]3COCCN3C3CCC3)[nH]2)cc1 | 15 | -53 | 2 | -29 | 7 | -7 | -2 | 0 |
| COc1cccc2cc(S(=O)(=O)N3CCCC(C)C3)c(=O)oc12 (stereo not drawn) | 3 | 8 | -5 | -4 | -4 | -2 | 0 | -2 |
| COc1ccc(NC(=O)CSc2nccn(-c3ccc(F)c(F)c3)c2=O)cc1Cl | -78 | 5 | -10 | -87 | 6 | -3 | -7 | -16 |
| O=C(CN1CCN(c2ccc(C(F)(F)F)cn2)CC1)Nc1ccc(Cl)cc1C(=O)c1ccccc1Cl | -41 | -46 | -15 | -126 | -39 | -18 | -9 | -47 |
| Cc1ccc(-n2nc(C(=O)Nc3ccc(C)cn3)c3ncn(C)c(=O)c32)cc1 | 72* | 75* | 14 | 26 | 27 | 30 | 31* | 36* |
| O=C(c1ccccc1)N1CC[C@@H]2CO[C@@H](CNc3ncccn3)[C@@H]2C1 | -57 | -6 | -2 | 3 | 1 | 2 | 1 | 1 |
| Cc1ccc(NC(=O)Nc2nnc(CC(=O)N3CCCC3)s2)cc1 | -165 | 25 | 0 | 23 | 16 | -59 | 1 | 9 |
| COc1ccc(Nc2cc(-n3nc(C)cc3-c3ccccc3)ncn2)cc1 | 0 | -7 | 2 | 0 | 1 | 0 | 1 | 5 |
| Cn1c(=O)n([C@@H](Cc2ccccc2)C(=O)N2CCCCC2)c(=O)c2ccccc21 | -16 | -15 | -4 | -3 | -22 | -9 | -3 | -4 |
| COc1cccc(-c2noc(CSc3nccn3-c3ccccc3)n2)c1OC | 4 | · | 2 | 12 | 4 | 6 | -1 | 2 |
| COc1ccc(C)cc1NC(=O)CN1CCC(Cc2ccccc2)CC1 | 5 | 21 | 6 | 18 | 2 | 8 | 5 | 16 |
| Cc1ccccc1OCC(=O)NCc1cnn2ccccc12 | -3 | 4 | 0 | -21 | 0 | 0 | -2 | -4 |
| CCc1nnc(NC(=O)C2CCN(C(=O)c3ccccc3F)CC2)s1 | 5 | 11 | -2 | -3 | 14 | -4 | 1 | -3 |
| COc1ccccc1CNC(=O)c1ccccc1N1C(=O)[C@@H]2Cc3c([nH]c4ccccc34)C(C)N2C1=O (stereo partly drawn) | -25 | -217 | -22 | · | · | -29 | -5 | -6 |
| CCOc1ccc2[nH]c3c(NCCCN4CCOCC4)ncnc3c2c1 | -1 | -1 | 2 | -3 | -8 | 5 | 3 | -9 |

| structure | USP8 block | USP17 block | UCHL1 block | USP30 inh | USP28 block | USP7 block | USP10 block | OTUD3 inh |
| --- | --- | --- | --- | --- | --- | --- | --- | --- |
| O=C(COc1ccc(F)cc1Br)N1CCSc2ccccc21 | 7 | 12 | 2 | 14 | 6 | -5 | 4 | 12 |
| COc1cccc2sc(N3CCN(C(=O)c4ccn(C)n4)CC3)nc12 | 7 | 0 | -2 | 6 | -4 | -3 | 0 | 1 |
| c1cnc(Nc2cnc(C3CCCN(Cc4cnc[nH]4)C3)cn2)cn1 (stereo not drawn) | -11 | -4 | -2 | -4 | -3 | -2 | 5 | -2 |
| CCc1ccc(-c2nc(SCc3cc(=O)n4[nH]c(N)nc4n3)n[nH]2)cc1 | -33 | -4 | 1 | -2 | 18 | 2 | -2 | 9 |
| CCCC(=O)Nc1nc2ccc(CCC(=O)Nc3cccc(OC)c3)cc2s1 | 0 | 2 | -3 | 18 | 6 | 5 | 20 | -1 |
| COc1cccc(NC(=O)CSC2=NC3(CCCC3)Nc3ccccc32)c1 | -7 | 8 | -2 | -121 | -13 | -2 | -5 | -21 |
| Cc1oncc1C(=O)NCc1noc(CCc2ccccc2)n1 | -8 | -10 | -3 | -46 | -10 | -7 | -3 | -9 |
| O=C1COc2ccccc2C/C=C/CC2(CCN(C(=O)c3cnccn3)CC2)CN1 | -19 | -33 | -11 | -165 | -37 | -9 | -10 | -36 |
| COc1ccc(-c2nsc(NC(=O)Cc3cccc4ccccc34)n2)cc1OC | 4 | 0 | 4 | -57 | 33* | 4 | -9 | -7 |
| O=C(NCc1ccc(F)cc1)c1c(O)c2ccccc2[nH]c1=O | 8 | 1 | -1 | -6 | -10 | 6 | 9 | -8 |
| O=C1CN(C(=O)CNc2ccccc2C(=O)NCCc2ccccc2)c2ccccc2N1 | -9 | 3 | -4 | -24 | -5 | -5 | -7 | -10 |
| Cn1c(C(=O)N2CCOCC2)cc2c1c1ccccc1n2CC1CC1 | -29 | -5 | 5 | -23 | 1 | -6 | -2 | 6 |
| O=C(COC(=O)CC1CCCCC1)Nc1cccc(S(=O)(=O)N2CCCCC2)c1 | 0 | 3 | 10 | 25 | 20 | 10 | 11 | 20 |
| Cn1c(=O)c2ccc(C3CCN(C(=O)CN4CCCC4)C3)nc2n(C)c1=O (stereo not drawn) | 8 | 0 | -2 | -46 | -11 | -2 | -6 | -4 |
| O=C(c1c(F)cccc1F)N1CCC2(CC1)NC(=O)N(CCOc1ccccc1)C2=O | 11 | 0 | 2 | 1 | 2 | 3 | -1 | -1 |
| CC(C)(C)c1coc([C@@H]2COCCN2Cc2csnn2)n1 | 20 | -47 | 4 | -15 | 6 | -24 | 4 | -1 |
| O=C(NCCCN1CCN(c2ccccc2F)CC1)C1CCN(S(=O)(=O)c2cccc3cccnc23)CC1 | -17 | -10 | -4 | 3 | 4 | -5 | -1 | -9 |
| Cc1cccc(NC(=O)Cn2c(=O)c3cccnc3n(-c3ccccc3)c2=O)c1 | -1 | 1 | -8 | -436 | -89 | -3 | -6 | -103 |
| O=C(Nc1nc(C(=O)Nc2cccnc2)co1)c1ccccc1 | -116 | -34 | -5 | -19 | 0 | -2 | -2 | -12 |
| COc1cccc(CNC(=O)c2ccc(Sc3ccc(C)cc3)c(NC(C)=O)c2)c1 | -7 | 7 | 1 | -9 | 1 | 0 | 1 | -1 |
| O=C(NCCN1CCNCC1)c1nc(CS(=O)(=O)c2ccccc2)no1 | -2 | -9 | -5 | -18 | -14 | 0 | -4 | -9 |
